# Compound activity deposited in PubChem BioAssay by National Center for Advancing Translational Sciences (NCATS).
# WRN helicase inh: WRN helicase (human) inhibition; Q14191; WRN helicase unwinding, fluorescent forked duplex, kinetic; Potency, µM (top dose mostly 114 µM), inactives show at the highest dose activity change, negative = inhibition, hits mostly inhibitors; 360,000 compounds, 0.46% hits; AID 651768; also: potency is read from the fitted curve at half-maximal effect; % is scaled to controls: 0 for no effect and ±100 for the full control effect; nearly all actives have a fitted effect of over 55% in size
# Target sequence (Q14191 whole entry, looked up): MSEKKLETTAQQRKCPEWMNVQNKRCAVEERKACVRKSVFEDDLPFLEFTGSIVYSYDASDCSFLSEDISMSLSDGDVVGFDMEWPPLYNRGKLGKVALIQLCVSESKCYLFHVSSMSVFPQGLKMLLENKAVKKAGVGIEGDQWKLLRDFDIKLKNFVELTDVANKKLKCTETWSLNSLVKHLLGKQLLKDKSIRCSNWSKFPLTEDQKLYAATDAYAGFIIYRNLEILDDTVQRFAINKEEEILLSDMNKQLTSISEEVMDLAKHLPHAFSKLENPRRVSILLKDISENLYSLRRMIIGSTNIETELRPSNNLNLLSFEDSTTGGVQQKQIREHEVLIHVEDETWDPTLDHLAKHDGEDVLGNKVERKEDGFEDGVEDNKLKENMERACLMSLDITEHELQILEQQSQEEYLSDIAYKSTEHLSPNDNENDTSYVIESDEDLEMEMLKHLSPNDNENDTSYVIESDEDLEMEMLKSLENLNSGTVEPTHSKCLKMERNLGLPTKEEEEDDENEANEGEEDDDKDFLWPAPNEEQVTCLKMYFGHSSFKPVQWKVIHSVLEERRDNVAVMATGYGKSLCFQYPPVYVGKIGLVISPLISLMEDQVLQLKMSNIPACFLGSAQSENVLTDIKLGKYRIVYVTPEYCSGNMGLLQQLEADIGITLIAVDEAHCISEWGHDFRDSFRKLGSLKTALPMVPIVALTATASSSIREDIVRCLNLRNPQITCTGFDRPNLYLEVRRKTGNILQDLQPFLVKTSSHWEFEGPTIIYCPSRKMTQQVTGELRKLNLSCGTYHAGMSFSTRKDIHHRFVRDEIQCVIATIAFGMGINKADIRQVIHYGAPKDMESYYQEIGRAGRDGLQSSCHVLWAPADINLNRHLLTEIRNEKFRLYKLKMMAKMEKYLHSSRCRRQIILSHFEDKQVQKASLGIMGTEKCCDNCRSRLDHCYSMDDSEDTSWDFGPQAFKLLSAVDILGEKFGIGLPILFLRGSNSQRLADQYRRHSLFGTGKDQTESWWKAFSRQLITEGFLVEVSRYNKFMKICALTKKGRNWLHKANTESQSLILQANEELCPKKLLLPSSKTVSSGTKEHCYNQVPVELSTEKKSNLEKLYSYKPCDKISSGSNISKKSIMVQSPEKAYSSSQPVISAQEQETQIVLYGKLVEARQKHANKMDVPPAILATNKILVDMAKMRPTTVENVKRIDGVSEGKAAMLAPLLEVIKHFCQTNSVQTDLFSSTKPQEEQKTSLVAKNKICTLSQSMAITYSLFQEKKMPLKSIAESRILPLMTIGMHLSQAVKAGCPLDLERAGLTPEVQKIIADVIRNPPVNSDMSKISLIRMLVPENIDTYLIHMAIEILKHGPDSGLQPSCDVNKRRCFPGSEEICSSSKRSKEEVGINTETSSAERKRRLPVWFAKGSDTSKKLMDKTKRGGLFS
#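 Screening of the MLSMR collection measured strand separation of a quenched forked DNA duplex (100 nM) by 20 nM WRN with 2 mM ATP, all final. Compounds were preincubated with enzyme 15 min at room temperature.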
# MCF10A rerep: induces DNA re-replication in MCF 10a normal breast cells; Potency, µM (series often up to 46.1 µM), without a hit: at the top dose activity, positive = re-replication, most hits filed as activators; MCF 10A DNA re-replication, Hoechst nuclear intensity, 48 h; 350,000 compounds, 2.9% hits; also: potency is read from the fitted curve at half-maximal effect; % of control where 0% means no effect; nearly all actives have a fitted effect of over 50% in size
# HT1080 IDH1KD tx: kills HT-1080 cells with IDH1 knockdown; HT-1080 IDH1 knockdown viability, ATP luminescence, 48 h; Potency, µM (top dose mostly 46.1 µM), inactives show at the top dose activity, negative = toxicity, hits mostly cytotoxic; 360,000 compounds, 2% hits; AID 686971;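 also: potency is read from the fitted curve at half-maximal effect; 0% = DMSO wells and -100% = cell-free medium wells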
#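 In this qHTS, HT-1080 cells depleted of IDH1 are exposed for 48 h at 37 °C to compound titrations. Toxicity is scored from CellTiter-Glo luminescence, with DMSO as full viability and medium alone as none.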
# HT1080-NT tox: kills 2HG-producing HT-1080-NT fibrosarcoma cells; HT-1080-NT fibrosarcoma viability, CellTiter-Glo ATP luminescence, 48 h; Potency, µM (top dose mostly 46.1 µM), for the others: at the highest dose activity, negative = less viability, usual class: cytotoxic; 360,000 compounds, 1.6% hits;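 also: NT is the 2HG producing partner of a matched IDH1 knockdown line; potency is read from the fitted curve at half-maximal effect; 0% = DMSO-treated cells and -100% = media-only wells without cells; nearly all actives have a fitted effect of over 55% in size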
#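 A 48-hour cytotoxicity screen used HT-1080-NT cells plated 2 hours before compound delivery. ATP-based CellTiter-Glo luminescence measured viability, normalized to DMSO and no-cell controls.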
# SW480 rereplic: inducers of DNA re-replication in SW480 colon cancer cells. SW480 DNA re-replication, Hoechst DNA content imaging, 48 h. Potency, µM (doses to about 46.1 µM), for the others: at the highest dose re-replication activation, hits mostly activators. 340,000 compounds, 1.8% hits. AID 624297; also: potency is read from the fitted curve at half-maximal effect; % of control where 0% means no effect; nearly all actives have a fitted effect of over 55% in size
#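 DNA re-replication was detected as more nuclei of elevated Hoechst intensity after 48 hr exposure to compound (23 nL pinned per well of 250 cells).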
# ATXN2 expr inh: inhibitors of ATXN2 expression. HEK-293 ATXN2-luciferase reporter, luminescence, 24 h. Potency, µM (series often up to 57 µM), inactives show at the top dose activity change, negative = inhibition, usual class: inhibitors. 360,000 compounds, 0.72% hits; also: potency is read from the fitted curve at half-maximal effect; % is scaled to controls: 0 for no effect and ±100 for the full control effect; nearly all actives have a fitted effect of over 55% in size
#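 qHTS (up to 57 uM final) was run with 24 h compound exposure of reporter cells at 37 °C. Each well was multiplexed: SteadyGlo luminescence measured ATXN2-luciferase expression after a fluorogenic Gly-Phe-AFC viability readout (25 uM final).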
# IL1B secr inh: blocks inflammasome-driven IL-1 beta release; THP-1 LPS/ATP IL-1B secretion, AlphaLISA, 16 h; active compounds read low; activity change, % at 57.5 µM; 360,000 compounds, 4.7% hits; AID 743279; in the data active = activity change below about -50%; inconclusive = mostly about -30% to -49%; also: % is scaled to controls: 0 for no effect and ±100 for the full control effect
#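 THP-1 cells pretreated 1 hr with compounds (up to 57.5 uM final), then stimulated with LPS (250 ng/mL final) plus ATP (1.25 mM final); secreted IL-1B measured by AlphaLISA after 16 hr, decreased signal indicating inhibition.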
# KB-V1 MDR tox: KB-V1 MDR subline cytotoxicity; KB-V1 MDR cells viability, CellTiter-Glo, 72 h; Potency, µM (titrated, usually from 46.1 µM), for inactives: at the top dose activity change, negative = cytotoxicity, most hits filed as cytotoxic; 400,000 compounds, 3.4% hits; also: potency is read from the fitted curve at half-maximal effect; % is scaled to controls: 0 for no effect and ±100 for the full control effect; nearly all actives have a fitted effect of over 60% in size
#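 Readout: CellTiter-Glo luminescence, 10 min after addition. Cells: KB-V1 MDR subline, 72 h at 37 degrees C with compound. Analysis: corrected, normalized data fitted to concentration-effect curves.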
# KB-3-1 tox: KB-3-1 parental cell cytotoxicity; Potency, µM (doses to about 46.1 µM), inactives show at the top dose activity change, negative = cytotoxic, most hits filed as cytotoxic; 400,000 compounds, 1.4% hits; KB-3-1 viability, CellTiter-Glo ATP luminescence, 72 h; also: potency is read from the fitted curve at half-maximal effect; % is scaled to controls: 0 for no effect and ±100 for the full control effect; nearly all actives have a fitted effect of over 60% in size
#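 Viability of parental KB-3-1 cells, measured by CellTiter-Glo luminescence, followed a 72 h incubation at 37 °C with pinned compounds in phenol-red-free DMEM containing 10% FBS.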
# * marks the source's active call; other numbers are inactive results; ? = inconclusive; . = no result given; [ ] = dose if it differs, or a comment. Unless noted, calls follow the shape of the dose curve; as a rule, active = well fitted curve in the direction sought with a large enough effect; inconclusive = small, poorly fitted or top-dose-only effect, or another doubt; inactive = no such curve, though single readings can be large; an effect the other way counts as inactive or inconclusive.
item	Molecule	WRN helicase inh	MCF10A rerep	HT1080 IDH1KD tx	HT1080-NT tox	SW480 rereplic	ATXN2 expr inh	IL1B secr inh	KB-V1 MDR tox	KB-3-1 tox
1	Cc1cnc(CN2CCc3c([nH]c4ccccc34)C2C2CCCCC2)[nH]1 (centres undefined)	3%	?	?	-14%	2%	-2%	-79*	-12%	-4%
2	CC1(C)CC(=O)C2=C(C1)c1c(ccc3ccccc13)NC2c1ccc(C(=O)O)cc1 (centres undefined)	-5%	0%	-18%	-4%	?	39%	23	21%	-3%
3	O=S(=O)(c1ccc(S(=O)(=O)N(Cc2ccccc2)Cc2ccco2)cc1)N1CCCC1	1%	-1%	-18%	-7%	-3%	?	-8	-16%	-8%
4	CCC(C)c1ccccc1NC(=S)NC(=O)c1ccco1 (centres undefined)	0%	?	12%	4%	-10%	2%	0	-6%	-19%
5	O=C(CCCl)Nc1cc(SCCO)cc([N+](=O)[O-])c1	8%	-5%	-28%	7%	-5%	0%	8	-1%	-1%
6	O=C(CSc1nnc(-c2ccncc2)n1C1CCCCC1)Nc1cccc(O)c1	-5%	1%	-3%	0%	-9%	-12%	3	1%	10%
7	Clc1ccc(OCCCn2cncn2)cc1Cl	7%	0%	6%	4%	1%	-23%	17	17%	3%
8	O=C1NCCCC2c3c(cc(Br)c(O)c3Br)OC12N1CCOCC1 (centres undefined)	0%	6%	4%	3%	-3%	-7%	-26	6%	5%
9	Cc1cccc(C2CN(C)CCc3c2cc(O)c(O)c3Cl)c1 (centres undefined)	-5%	?	-19%	-5%	?	?	11	?	0%
10	CCc1nc2ccc(C(=O)NCCc3ccc(OC)cc3)cc2nc1CC	1%	2%	12%	5%	-7%	-36%	-29	6%	13%
11	CCc1nc2ccccc2c(C(=O)Nc2ccc(C)cc2)c1C	-5%	5%	8%	7%	-8%	.	7	3%	3%
12	CC(=O)c1ccc(N2CCN(c3ccnc4cc(Cl)ccc34)CC2)cc1	-12%	1%	-4%	0%	-2%	?	-4	-14%	-6%
13	O=C(CCC1CCCCC1)NCCS(=O)(=O)N1CCN(c2ccc(F)cc2)CC1	-1%	13%	-10%	-7%	21%	-4%	-6	-25%	-7%
14	Cc1c(CCO)c(=O)n2n1CCCC2	10%	0%	17%	12%	0%	8%	0	-4%	11%
15	CCCC(=O)N(CCN1CCOCC1)c1nc2c(OCC)cccc2s1	1%	-4%	0%	-3%	0%	.	-10	16%	9%
16	CCOC(=O)c1c(CC(C)C)csc1/N=C/C1=C(O)CCCC1=O	-10%	15%	?	-22%	?	.	-17	22%	4%
17	CC(=O)c1cccc(NC(=O)c2ccc(N(Cc3ccccc3C)S(C)(=O)=O)cc2)c1	-11%	?	-26%	-17%	22%	-5%	-16	-11%	?
18	Cn1cc(Cl)c(C(=O)OCC(=O)Nc2ccccc2)n1	-20%	-1%	-2%	0%	-1%	-5%	-4	?	16%
19	CCc1cccc(NC(=O)CN(C)S(=O)(=O)c2cccc3nsnc23)c1	-5%	2%	0%	3%	4%	-3%	0	-4%	-12%
20	O=C1NC[C@@H](CCCCN2CCN(CCc3ccc(O)cc3)C(=O)C2=O)N(Cc2ccccc2)C1=O	-1%	.	?	21%	.	51%[activator]	49	17%	25%
21	CCCCOC(=O)CSc1nc2ccccc2o1	6%	-2%	22%	1%	-6%	-23%	.	-1%	-9%
22	O=C(CCn1c(=O)c2cccn2c2ccc(F)cc21)NCCc1ccccc1	0%	-1%	1%	14%	2%	-7%	-7	-11%	1%
23	Cc1nnc(NC(=O)c2oc3c(ccc4ccccc43)c2C)s1	-3%	-1%	?	-11%	-5%[9.22 µM]	7%	42	8%	20%
24	Cc1nn2c(nc(N3CCOCC3)c3ccccc32)c1C=C(C#N)C#N	-2%	3%	0%	1%	5%	-9%	0	-2%	6%
25	CCC1CCCCN1CCCNC(=O)Cn1c(=O)c2cccn2c2cccnc21 (centres undefined)	-10%	10%	-5%	-2%	?	-7%	-22	0%	-8%
26	CCCn1c(N)c(C(=O)CN2CCc3ccccc3C2)c(=O)n(C)c1=O	11%	1%	7%	7%	-4%	-25%	23	-12%	24%
27	O=C(OCC(=O)N1CCOCC1)c1cc(S(=O)(=O)N2CCOCC2)c(Cl)cc1Cl	1%	?	1%	0%	-11%	-12%	-84*	21%	5%
28	CCn1c(=O)c(C(=O)Nn2c(C)nc3ccccc3c2=O)c(O)c2ccccc21	-10%	?	-10%	-7%	-5%	-15%	30	?	-28%
29	COc1ccccc1CCn1cc(C#N)c(=O)[nH]c1=O	6%	-5%	0%	2%	-9%	-32%	22	?	-10%
30	C[C@H](CO)N1C[C@H](C)[C@@H](CN(C)Cc2ccncc2)Oc2c(NS(=O)(=O)c3ccc(F)cc3)cccc2C1=O	6%	-16%	2%	2%	-26%	3%	21	0%	0%
31	Cc1ccc(C(=O)Nc2ccccc2C(=O)NCc2ccco2)cc1S(=O)(=O)N1CCCCC1	-8%	4%	-9%	-12%	17%	-30%	2	?	1%
32	CCCCOC(=O)c1ccc(NC(=O)C(CCS(C)(=O)=O)NC(C)=O)cc1 (centres undefined)	-11%	0%	1%	2%	-5%	1%	-9	24%	3%
33	CCC(C)NC(=O)Cn1c(=O)n(CCCC(=O)NCc2ccccc2Cl)c(=O)c2ccccc21 (centres undefined)	8%	9%	12%	15%	3%	18%	?	-8%	0%
34	Cc1cc(C)nc(CCNC(=O)c2cc(COc3c(C)cccc3C)on2)n1	-15%	-8%	3%	0%	-9%	7%	-10	.	.
35	COc1ccc(CNC(=O)c2ccc(NC(=O)C3CCCO3)cc2)cc1 (centres undefined)	-3%	0%	23%	?	-1%	-22%	-14	3%	8%
36	Cc1ccnc2nc(C(=O)Nc3nnc(CC(C)C)s3)nn12	11%	0%	4%	13%	-1%	5%	15	?	?

# Records listed so far shown as hits in IL1B secr inh:
entry	compound	WRN helicase inh	SW480 rereplic	IL1B secr inh
1	Cc1cnc(CN2CCc3c([nH]c4ccccc34)C2C2CCCCC2)[nH]1 (centres undefined)	3%	2%	-79*
27	O=C(OCC(=O)N1CCOCC1)c1cc(S(=O)(=O)N2CCOCC2)c(Cl)cc1Cl	1%	-11%	-84*

# (more compounds)
item	Molecule	WRN helicase inh	MCF10A rerep	HT1080 IDH1KD tx	HT1080-NT tox	SW480 rereplic	ATXN2 expr inh	IL1B secr inh	KB-V1 MDR tox	KB-3-1 tox
37	Nc1nc2c(nnn2C2CC(O)C(CO)O2)c(=O)[nH]1 (centres undefined)	0%[57.1 µM]	.	5.2µM*	?	.	-10%	26	1.3µM*	2.3µM*
38	COc1ccc(OC)c(S(=O)(=O)N2CCC(C(=O)NC3CCCCCC3)CC2)c1	0%	-3%	2%	-7%	-23%	0%	-23	-11%	-3%
39	Cc1n[nH]c(C)c1S(=O)(=O)NCCc1ccc(Cl)cc1	-24%[57.1 µM]	-10%	0%	5%	2%	-8%	-11	?	-12%
40	O=C(CNC(=O)c1ccc(Cl)cc1)NCCCn1ccnc1	8%	-4%	15%	13%	-5%	-7%	0	10%	-2%
41	O=C(Nc1ccnn1C1CCN(Cc2ccccc2OC(F)F)CC1)c1cccnc1	-2%	0%	-4%	-11%	-8%	-8%	1	9%	4%
42	CN1CCN(C2=Cc3ccc(Cl)cc3Sc3ccc(F)cc32)CC1	-6%	?	?	?	4µM*	?	-71*	?	-24%
43	N#Cc1ccccc1NC(=O)C1SC(=Nc2ccccc2)C(C(=O)Nc2ccc(Cl)cc2)=C1N (centres undefined)	-10%	?	-5%	-22%	2%	?	-84*	6.5µM*	5.2µM*
44	O=C(CSc1cccc[n+]1[O-])c1cccs1	-5%	-1%	12%	6%	0%	4%	-9	?	-3%
45	CC(C)(C)[C@@H]1COC(=O)[C@@H](Cc2ccc(F)cc2)CC/C=C\C[C@@H](CC(=O)N(CCO)Cc2ccccc2)C(=O)N1	-2%	-5%	0%	0%	-2%	-9%	-18	16%	-13%
46	CC(C)n1c(SCC(=O)Nc2ccccc2N2CCCCC2)nc2c1c(=O)n(C)c(=O)n2C	-6%	-10%	15%	-2%	3%	-5%	?	1%	-3%
47	C=CCn1c(-c2cccn(Cc3ccc(Cl)cc3Cl)c2=O)n[nH]c1=S	7%	0%	?	?	20%	-7%	8	15µM*	?

# Reprinted at random: 5 entries already listed
item	Molecule	WRN helicase inh	MCF10A rerep	HT1080 IDH1KD tx	HT1080-NT tox	SW480 rereplic	ATXN2 expr inh	IL1B secr inh	KB-V1 MDR tox	KB-3-1 tox
44	O=C(CSc1cccc[n+]1[O-])c1cccs1	-5%	-1%	12%	6%	0%	4%	-9	?	-3%
37	Nc1nc2c(nnn2C2CC(O)C(CO)O2)c(=O)[nH]1 (centres undefined)	0%[57.1 µM]	.	5.2µM*	?	.	-10%	26	1.3µM*	2.3µM*
42	CN1CCN(C2=Cc3ccc(Cl)cc3Sc3ccc(F)cc32)CC1	-6%	?	?	?	4µM*	?	-71*	?	-24%
47	C=CCn1c(-c2cccn(Cc3ccc(Cl)cc3Cl)c2=O)n[nH]c1=S	7%	0%	?	?	20%	-7%	8	15µM*	?
43	N#Cc1ccccc1NC(=O)C1SC(=Nc2ccccc2)C(C(=O)Nc2ccc(Cl)cc2)=C1N (centres undefined)	-10%	?	-5%	-22%	2%	?	-84*	6.5µM*	5.2µM*
